Screening results (PubChem BioAssay)
CHO-K1 Ca ag – counter-screen for M1 agonists: effect in parental CHO-K1 cells | Fluo-8 calcium fluorescence; scaled to maximal ATP response, vehicle zero | activation, % at 3 µM | 360,000 tested, 0.48% active | AID 602248, 2012; in the data active = activation above about 15%;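 note: untransfected CHO-K1 host cells lacking M1 receptor as counterscreen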
CHO-K1 Ca antag – counter-screen for M1 antagonists: effect in parental CHO-K1 cells. ATP-induced calcium, Fluo-8 fluorescence. inhibition, % at 3 µM. AID 602250. 360,000 tested, 0.6% active;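 active = inhibition above a per-plate cutoff, the plate's mean sample inhibition plus 3 SD, cut at about 24% in these data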;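 note: 0% = DMSO plus EC80 ATP and 100% = DMSO alone without ATP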
TAAR1 antagonist – human TAAR1 antagonists, primary screen, Fluo-8 calcium fluorescence, CHO RD-HGA16 cells; Trace amine-associated receptor 1 (Homo sapiens), Q96RJ0; antagonist; inhibition, % at 3 µM; 360,000 tested, 1.5% active;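 active = inhibition above a per-plate cutoff, the mean inhibition of test compounds on that plate plus 3 SD, cut at about 49% in these data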;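 note: 0% = DMSO plus EC80 beta-PEA response and 100% = DMSO alone without agonist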
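Test system – hTAAR1-expressing CHO RD-HGA16 cells, Gα16-coupled · Also added – β-PEA at EC80 concentration, post-compound challenge · Compound – 3 µM, single point · Incubation – dye loading 75 min at 37 °C, then 30 min room temperature · Measured by – Fluo-8 intracellular calcium dye fluorescence, real-time kinetic reads · Benchmarks – vehicle and agonist controls · Replicates – singlicate, one well per test compound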
CHRM1 agonist – human M1 muscarinic receptor agonists, primary screen, Fluo-8 calcium fluorescence, CHO-K1 cells, HTS; CHO-K1 hM1, agonist mode; 0% DMSO, 100% acetylcholine EC100; activation, % at 3 µM; AID 588814, 2011; 360,000 tested, 0.33% active;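 active = activation above the run's mean compound activation plus 3 SD, cut at about 16% in these data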;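 note: peak over basal fluorescence ratio within a 140 s kinetic read after compound addition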
Target sequence (P11229 whole entry, looked up): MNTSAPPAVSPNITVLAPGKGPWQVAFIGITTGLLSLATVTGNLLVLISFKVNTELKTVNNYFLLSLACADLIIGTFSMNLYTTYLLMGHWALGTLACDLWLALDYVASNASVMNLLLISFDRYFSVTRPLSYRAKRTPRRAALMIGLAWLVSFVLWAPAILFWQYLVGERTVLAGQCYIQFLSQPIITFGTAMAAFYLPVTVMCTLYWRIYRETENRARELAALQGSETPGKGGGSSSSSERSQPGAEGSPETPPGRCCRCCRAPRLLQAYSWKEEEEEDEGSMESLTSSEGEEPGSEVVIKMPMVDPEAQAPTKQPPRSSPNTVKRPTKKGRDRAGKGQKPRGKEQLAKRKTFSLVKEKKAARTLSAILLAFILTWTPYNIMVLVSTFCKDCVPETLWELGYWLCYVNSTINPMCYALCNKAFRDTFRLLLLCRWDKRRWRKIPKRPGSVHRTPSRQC
TAAR1 ag – human TAAR1 agonists, primary screen, Fluo-8 calcium fluorescence, CHO RD-HGA16 cells. Trace amine-associated receptor 1 (Homo sapiens), Q96RJ0. vehicle wells 0%, saturating PEA agonist 100%. activation, % at 3 µM. 360,000 tested, 0.99% active;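 active = activation above the mean activation of all test compounds in the run plus 3 SD, cut at about 38% in these data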
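Test system: RD-HGA16 (CHO) cells co-expressing Gα16 and hTAAR1 | Doses: Single dose, 3 µM | Schedule: 17-24 h seeding, 75 min 37 °C dye, 30 min RT | Evaluation: % activation from peak over basal fluorescence ratio, DMSO-to-PEA scaled | Technique: Kinetic Fluo-8 calcium fluorescence | Benchmarks: Low control DMSO, high control PEA (EC100)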
CHO parental Ca – ATP-evoked calcium signal inhibitors, parental CHO, primary screen, counter-screen for OX1R antagonist project, cell-based, fluorescence, Fluo-8 calcium dye. parental CHO-K1, ATP-induced calcium, Fluo-8 fluorescence. inhibition, % at 5.6 µM. 330,000 tested, 0.63% active;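 active = inhibition above that plate's mean sample inhibition plus 3 SD, cut at about 26% in these data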;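 note: 0% = ATP-challenged DMSO wells and 100% = DMSO wells without ATP; some compounds past the cut are filed as inactive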
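Test system: untransfected parental CHO cell line. Compound: one dose, 5.6 µM nominal. Detection: intracellular calcium via Fluo-8 no-wash fluorescent dye. Measure: % inhibition. Benchmarks: ATP-challenged DMSO wells low, unchallenged DMSO wells high.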
M1 PAM parental – nonselective calcium activators in parental CHO-K1 cells, primary screen, counter-screen for M1 PAM project, cell-based, Fluo-8 calcium fluorescence, full deck, 1536-well. ATP EC20; 0% at ATP EC20, 100% at ATP max. activation, % at 3 µM. 360,000 tested, 0.02% active. AID 602247, 2012;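 active = activation above the run cutoff, the mean activation of all test compounds plus 3 SD, cut at about 40% in these data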;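 note: peak over basal fluorescence ratio in a 140 s read after ATP addition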
V1R ag counter – agonists of human V1a receptor, primary screen, counter-screen for OXTR agonist project, fluorescence, CHO-V1R cells | Vasopressin V1a receptor (Homo sapiens), P37288 | Fluo-8 calcium fluorescence, agonist mode; 0% DMSO, 100% 3 nM vasopressin | activation, % at 3 µM | 320,000 tested, 0.25% active | AID 2797, 2010;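 active = activation above the mean activation of all tested compounds plus 3 SD, per screening run, cut at about 20% in these data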;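 note: signal is peak over basal fluorescence ratio across a 100 second FLIPR read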
Target sequence (P37288 whole entry, looked up): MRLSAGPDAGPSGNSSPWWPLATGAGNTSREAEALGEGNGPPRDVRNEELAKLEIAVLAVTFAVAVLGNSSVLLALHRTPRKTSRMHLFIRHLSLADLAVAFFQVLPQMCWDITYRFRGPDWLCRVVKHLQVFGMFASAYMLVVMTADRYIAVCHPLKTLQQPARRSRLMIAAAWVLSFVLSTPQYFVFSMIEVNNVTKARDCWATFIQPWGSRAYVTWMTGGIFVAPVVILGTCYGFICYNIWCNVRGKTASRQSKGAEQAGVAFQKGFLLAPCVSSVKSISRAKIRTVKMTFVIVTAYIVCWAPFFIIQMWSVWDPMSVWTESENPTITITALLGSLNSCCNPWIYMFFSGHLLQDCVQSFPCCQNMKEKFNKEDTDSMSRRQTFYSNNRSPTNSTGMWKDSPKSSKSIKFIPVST
OXTR potentiate – human OXTR potentiators, primary screen, fluorescence, CHO-OTR cells, Fluo-8 calcium. 320,000 tested, 0.061% active. activation, % at 3 µM. Fluo-8 calcium fluorescence, potentiator mode; 0% = oxytocin EC15, 100% = EC100. Oxytocin receptor (Homo sapiens), P30559;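 active = activation above that plate's cutoff, the mean activation of tested compounds plus 3 SD, cut at about 6.6% in these data, passing the limit was not always enough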;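 note: 100% uses oxytocin at 75 nM as the full agonist control; some results filed as inactive read as strong as hits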
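Assay system: CHO cell line stably expressing human OTR. Reagent: EC15 oxytocin agonist. Dosing: single dose, 3.0 µM nominal final compound concentration. Timing: compound 6 min at room temperature before oxytocin, 100 s read. Signal: kinetic Fluo-8 calcium fluorescence. Controls: oxytocin EC15 low and EC100 high.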
Numbers without * were called inactive; x = no result given.

no.	Compound	CHO-K1 Ca ag	CHO-K1 Ca antag	TAAR1 antagonist	CHRM1 agonist	TAAR1 ag
1	CC(C)(C)CC(=O)NCc1cccs1	5.0	-12	-15	-1	0
2	COc1ccccc1NS(=O)(=O)c1ccc(-c2cnc(C3CC3)o2)cc1	5.7	-13	5	-1	7
3	Cn1c(=S)c2[nH]c(SCCN3CCCC3)nc2n(C)c1=O	0.4	-8	-9	-2	-1
4	COCCN(C(=O)COC(=O)c1cccnc1Cl)c1c(N)n(Cc2ccccc2)c(=O)[nH]c1=O	-0.5	-2	-6	-1	0
5	COCCNc1nc(NCc2ccccc2F)c2sccc2n1	7.7	1	-5	-2	5
6	Cc1c(NC(=O)c2cc(-c3ccc(Cl)c(Cl)c3)on2)c(=O)n(-c2ccccc2)n1C	0.3	-12	-17	-2	2
7	CC(=O)Nc1ccc(Nc2c([N+](=O)[O-])cc(S(C)(=O)=O)cc2[N+](=O)[O-])cc1	0.6	-2	4	-2	2
8	CCN(CC(=O)N1CCC(C(N)=O)CC1)S(=O)(=O)c1ccc(Cl)cc1	0.9	-4	10	-2	5
9	CC(=O)Nc1ccc(OC(=O)Cc2ccc(Cl)cc2)cc1	1.8	-8	-4	-2	7
10	CC(C)(C)C(=O)NC(NC(=S)Nc1sc2c(c1C#N)CCCC2)C(Cl)(Cl)Cl (stereo unspecified)	4.0	-1	11	1	13
11	COCCCNC(=O)Cn1c(=O)n(CCCCCC(=O)NCc2ccc3c(c2)OCO3)c(=O)c2sccc21	0.2	-7	-26	-4	-1
12	CCCCC1CC1C(=O)Nc1ccc(OC)c(OC)c1 (stereo unspecified)	0.7	2	13	0	2
13	NC(=O)c1ccc(-c2ccc(Br)cc2)o1	-0.1	-1	-2	0	4
14	CCOC(=O)c1nnc(-c2ccccc2)nc1NCc1ccccc1	0.0	3	0	-7	10
15	N#CC(C#N)=c1ccc2c(c1)N1C3=C(CCCC3)CC3CCCCC31N=2 (stereo unspecified)	0.2	-8	-12	-5	2

no.	CHO parental Ca	M1 PAM parental	V1R ag counter	OXTR potentiate
1	-1	4	-0.1	-23
2	-16	14	6.6	-14
3	-6	13	-0.1	1
4	-6	-11	1.5	0
5	x	11	x	x
6	-9	5	0.0	-7
7	7	10	1.1	0
8	-4	5	0.4	4
9	-6	18	2.9	-7
10	10	11	6.7	-23
11	-10	-6	-1.5	-10
12	-4	4	-0.1	-1
13	-9	13	-0.9	2
14	-14	12	-1.2	7
15	-14	4	0.5	-6

Following part:
no.	Compound	CHO-K1 Ca ag	CHO-K1 Ca antag	TAAR1 antagonist	CHRM1 agonist	TAAR1 ag
16	O=C(NCc1ccco1)C(c1ccc(F)cc1)N(CC1CCCO1)C(=O)Cn1nnc2ccccc21 (stereo unspecified)	0.0	4	-14	-2	10
17	COc1ccc(C(C)(O)c2nc(-c3cnc4ccccc4c3)cs2)cc1 (stereo unspecified)	2.4	-11	0	-5	6
18	O=C(CCn1c(=O)[nH]c2ccsc2c1=O)NCCc1ccc(Cl)cc1	1.0	-6	24	-3	13
19	C[C@H](NC(=O)c1ccccc1Cl)C(=O)OC(C(=O)Nc1cc(C(F)(F)F)ccc1Cl)c1ccccc1 (stereo partly specified)	0.5	2	10	-4	15
20	Cc1ccc(NC(=O)CSc2nc(N)c3c4c(sc3n2)CSC(C)(C)C4)cc1	0.9	-13	-24	-1	9
21	Cc1ccc(F)cc1C(=O)N1CCCC(c2cc(C(=O)NCc3ccc(F)cc3)no2)C1 (stereo unspecified)	3.3	-13	-8	-6	1
22	CC(NC(=S)Nc1ccc(F)cc1)C(c1cccs1)N1CCOCC1 (stereo unspecified)	0.5	18	-8	5	0
23	Nc1cc2c(cc1C(=O)c1ccccc1F)OCCO2	-0.2	-2	2	-3	9
24	COc1ccc(C(=O)N2CCOC2CNC(=O)C(=O)NCc2ccc(F)cc2)cc1 (stereo unspecified)	0.8	-6	-10	-2	0
25	COc1ccccc1N1CCN(c2ncnc3c2oc2ccccc23)CC1	0.8	-12	2	3	2
26	Cc1ccc(CNC(=O)CN(C(=O)C2(C)CC(=O)N=C3C=CC=CN32)c2ccc(F)cc2)cc1 (stereo unspecified)	0.8	-8	-15	-10	3
27	Cc1ccc(S(=O)(=O)CCC(=O)NCc2ccc(Cl)cc2)cc1	0.9	-16	-43	-7	0
28	COc1cccc(/C=N/n2c(COc3ccccc3)n[nH]c2=S)c1O	1.6	-10	15	1	0
29	Cn1nccc1C(=O)Oc1ccc(/C=N/NC(=O)c2ccccc2O)cc1	1.5	-8	16	-1	9
30	Cc1cc(-c2nnc(SCC(=O)c3ccc4c(c3)OCCO4)o2)no1	0.4	-1	2	-7	2

no.	CHO parental Ca	M1 PAM parental	V1R ag counter	OXTR potentiate
16	-24	-1	0.3	-1
17	x	17	x	x
18	-3	8	0.0	-16
19	-3	-5	1.7	-18
20	-18	25	-0.2	-11
21	x	23	x	x
22	-19	-4	0.0	-5
23	-14	18	0.2	-7
24	-5	19	0.2	1
25	-5	12	1.1	-3
26	-6	4	-0.3	2
27	-6	28	-0.4	-2
28	-4	24	8.1	-9
29	-11	-1	2.0	-4
30	-17	17	1.5	-4

(further entries)
no.	Compound	CHO-K1 Ca ag	CHO-K1 Ca antag	TAAR1 antagonist	CHRM1 agonist	TAAR1 ag
31	O=C(CN1C(=O)CSC1=O)N1CCc2ccccc2C1	0.2	2	-10	-1	8
32	Cc1cc(C(=O)N2CCCC(C(=O)c3cccc(C(F)(F)F)c3)C2)n[nH]1 (stereo unspecified)	2.3	0	-2	0	1
33	Nc1c(NCCC2=CCCCC2)c(=O)[nH]c(=O)n1Cc1ccccc1	0.6	-12	-13	-4	55*
34	CC(C)CC(=O)Nc1ccc(C(=O)NNC(=S)NC(=O)C2CCCCC2)cc1	-0.7	-1	1	-3	7
35	COC(=O)c1cccc(CN2C(=O)SC(Nc3ccc(C)cc3)C2=O)c1 (stereo unspecified)	7.1	0	16	-1	0
36	COc1ccc(CC(=O)NCc2n[nH]c(=S)n2-c2ccc(Br)cc2)cc1	-0.1	-1	4	-8	5
37	COc1ccc(NC(=S)NCc2ccc(Cl)cc2)c(OC)c1	1.3	-7	-19	-4	1
38	CCOC(=O)Cn1cnc([N+](=O)[O-])n1	1.2	-8	2	-1	2
39	O=C(Cn1cnc2c(OCc3ccccc3)ncnc21)NCCCn1ccnc1	0.1	-18	4	-6	2
40	CCOc1ccc(CN2CCNC(=O)C2CC(=O)NCc2cc(C)n(C)n2)cc1 (stereo unspecified)	0.3	-1	-27	5	1
41	CC1(C)CC(=O)c2cc(OCC(=O)N3CCCCCC3)ccc2O1	-0.1	-3	6	-6	9
42	CCOCCCn1c(SCC(=O)NC2CCCC2)nc2ccccc2c1=O	-0.2	-16	-30	-2	0
43	O=c1c2ccccc2nc(COc2ccccc2)n1/N=C/c1cc([N+](=O)[O-])ccc1O	1.0	-14	-10	-3	7
44	Cc1noc(C)c1C(=O)Nc1ccccc1N1CCCC1	-0.1	-4	-3	2	2
45	Cc1oc2c(c1C(=O)Nc1ccc(C(=O)O)cc1)CCCC2	-0.1	0	4	-5	0

no.	CHO parental Ca	M1 PAM parental	V1R ag counter	OXTR potentiate
31	-3	11	0.9	-10
32	-11	9	6.4	-2
33	-18	19	0.7	-12
34	0	7	0.3	5
35	-17	11	0.6	4
36	6	8	-1.1	0
37	-11	13	1.4	-18
38	x	17	x	x
39	-9	11	-0.2	-3
40	-9	9	0.7	-4
41	-14	-6	-0.1	-2
42	-7	8	0.2	-6
43	-17	19	4.0	-6
44	-9	8	-0.2	-6
45	-6	10	0.6	-4

Single entries from the entries so far.
compound 43 – CHO-K1 Ca ag: 1.0
compound 42 – CHO-K1 Ca antag: -16
compound 34 – CHO parental Ca: 0
compound 33 – CHRM1 agonist: -4
compound 37 – CHO parental Ca: -11

3 of these compounds, reformatted:
[21] Cc1ccc(F)cc1C(=O)N1CCCC(c2cc(C(=O)NCc3ccc(F)cc3)no2)C1 (stereo unspecified)
[27] Cc1ccc(S(=O)(=O)CCC(=O)NCc2ccc(Cl)cc2)cc1
[44] Cc1noc(C)c1C(=O)Nc1ccccc1N1CCCC1
assay / entry | 21 | 27 | 44
CHO-K1 Ca ag | 3.3 | 0.9 | -0.1
CHO-K1 Ca antag | -13 | -16 | -4
TAAR1 antagonist | -8 | -43 | -3
CHRM1 agonist | -6 | -7 | 2
TAAR1 ag | 1 | 0 | 2
CHO parental Ca | x | -6 | -9
M1 PAM parental | 23 | 28 | 8
V1R ag counter | x | -0.4 | -0.2
OXTR potentiate | x | -2 | -6

Going on with the list.
no.	Compound	CHO-K1 Ca ag	CHO-K1 Ca antag	TAAR1 antagonist	CHRM1 agonist	TAAR1 ag
46	CC(C)(C)c1ccc(C(=O)NNc2cc(N3CCCCC3)nc(N3CCCCC3)n2)cc1	1.4	-4	-2	-3	1
47	Cc1ccc(NC(=O)CSc2nc3cc(C(=O)NCC4CCCO4)ccc3c(=O)n2CC2CCCO2)cc1 (stereo unspecified)	1.3	-11	-15	-4	2
48	OC(CN1CCN(Cc2ccccc2)CC1)c1ccccc1 (stereo unspecified)	0.4	-14	-3	-5	10
49	COc1ccc(/C=N/OCC(=O)N(Cc2ccc(OC)cc2)c2ccccc2C(=O)O)cc1	-0.1	7	-5	-6	0
50	Cc1ccc2sc(N(CCN(C)C)C(=O)c3ccc(S(=O)(=O)N4CC(C)OC(C)C4)cc3)nc2c1C (stereo unspecified)	0.5	-4	-17	1	2

no.	CHO parental Ca	M1 PAM parental	V1R ag counter	OXTR potentiate
46	-12	8	0.6	-9
47	x	6	x	x
48	-10	9	1.5	-1
49	-4	-7	2.4	-1
50	7	11	3.1	-13

An excerpt from above in order of the TAAR1 antagonist value, lowest first:
cpd | Molecule | TAAR1 antagonist | CHRM1 agonist | OXTR potentiate
47 | Cc1ccc(NC(=O)CSc2nc3cc(C(=O)NCC4CCCO4)ccc3c(=O)n2CC2CCCO2)cc1 (stereo unspecified) | -15 | -4 | x
48 | OC(CN1CCN(Cc2ccccc2)CC1)c1ccccc1 (stereo unspecified) | -3 | -5 | -1
46 | CC(C)(C)c1ccc(C(=O)NNc2cc(N3CCCCC3)nc(N3CCCCC3)n2)cc1 | -2 | -3 | -9
